# Screening results as filed in PubChem.
# SRC3 TRFRET art: TR-FRET artefact, counter-screen to PPARgamma/SRC-3 agonist assay. PPARgamma/SRC-3 format; active compounds read high. TR-FRET ratio at 8 µM. 0.39% of 99,000 active. AID 1048; in the data active = TR-FRET ratio above about 2000; also: inactives centre near 1600; reference of the scale not given here
# SRC1 TRFRET art: counter-screen for PPARgamma SRC-1 recruitment agonists: TR-FRET artefact. AID 1051. TR-FRET ratio at 8 µM. TR-FRET detection artefact counter-screen, emission ratio; active compounds read high. 0.34% of 99,000 active; in the data active = TR-FRET ratio above about 2300; also: inactives centre near 1800; reference of the scale not given here
# Starred values were filed as active, the others as inactive.
SMILES,SRC1 TRFRET art,SRC3 TRFRET art
O=C1NCCN(Cc2ccc(Cl)c(F)c2)C1CC(=O)N1CCCCO1 (stereo unspecified),1975,1757
O=C(CN1C(=O)CCC1=O)Nc1cccc2c1C(=O)NC2=O,1704,1717
COc1ccc(-c2noc(CCC(=O)NCCCN3CCN(c4ccc(F)cc4)CC3)n2)cc1,2244,1697
Cc1nnc(SCC(=O)NC(C)(C)C)n1NCc1c(F)cccc1Cl,2211,1397
CCC1CCCCN1C(=O)CSc1nc(C)cc(C)n1 (stereo unspecified),1832,1503
COc1ccc(OC)c(/C=N/NC(=O)c2ccc(Cn3cc([N+](=O)[O-])cn3)o2)c1,1795,1521
Cc1cc(=O)oc2cc(OC(=O)c3cncc(Br)c3)ccc12,2047,1701
CC1SC(c2ccccc2)N(CC(O)c2ccc([N+](=O)[O-])cc2)C1=O (stereo unspecified),1812,1782
CN(C)/C=C(\C#N)C(=O)Nc1ccc(O)cc1F,1925,1512
COc1ccccc1N1CCN(C2CCN(S(=O)(=O)c3ccc(NC(C)=O)cc3)CC2)CC1,1681,1713
Cc1cccc(NC(=O)/C(=C\c2ccc([N+](=O)[O-])o2)NC(=O)c2ccc(Cl)cc2)c1,2022,1637
Cc1ccc(NC(=O)CCCC(=O)O)c(Br)c1,1734,1598
Cc1ccccc1CN1CCc2c(OCC(=O)N3CCCc4ccccc43)cccc2C1=O,2003,1863
Cc1cc(C)n2ncc(S(=O)(=O)c3ccccc3)c2n1,1949,1597
CCOc1ncccc1C(=O)OC(C)C(=O)NC(=O)NC1CCCCC1 (stereo unspecified),2058,1391

# Looked up above:
# For SRC3 TRFRET art, Cc1cc(C)n2ncc(S(=O)(=O)c3ccccc3)c2n1 shows 1597
# For SRC3 TRFRET art, Cc1cc(=O)oc2cc(OC(=O)c3cncc(Br)c3)ccc12 shows 1701
# For SRC1 TRFRET art, CCC1CCCCN1C(=O)CSc1nc(C)cc(C)n1 (stereo unspecified) shows 1832
# For SRC1 TRFRET art, Cc1nnc(SCC(=O)NC(C)(C)C)n1NCc1c(F)cccc1Cl shows 2211
# For SRC3 TRFRET art, COc1ccccc1N1CCN(C2CCN(S(=O)(=O)c3ccc(NC(C)=O)cc3)CC2)CC1 shows 1713
# For SRC3 TRFRET art, Cc1cccc(NC(=O)/C(=C\c2ccc([N+](=O)[O-])o2)NC(=O)c2ccc(Cl)cc2)c1 shows 1637

# Continuation.
SMILES,SRC1 TRFRET art,SRC3 TRFRET art
CCOc1ccccc1NC(=O)C(OC(=O)c1ccccc1O)c1ccccc1 (stereo unspecified),1839,1676
O=C1CC(/C=C/c2ccccn2)=Nc2ccccc2N1,1738,1667
CCc1ccc(NC(=S)N(Cc2cccc(Br)c2)CC2CCC(C(=O)O)CC2)cc1 (stereo unspecified),1961,1777
C/C(CC(=O)N1CCN(C=O)CC1)=N\NC(=O)c1cc2ccccc2cc1O,1499,1583
CCN(Cc1ccncc1)C(=O)c1ccccc1NS(=O)(=O)c1ccc(F)cc1,1747,1563
Cc1ccc(/C=C2\NC(=S)NC2=O)cc1[N+](=O)[O-],1859,1568
Cc1ccnc(NS(=O)(=O)c2ccc(NC(=O)CSc3nc(-c4ccccc4)cc(=O)[nH]3)cc2)n1,2082,1564
CC12CCC(C(=O)NNc3ccc([N+](=O)[O-])cc3)(CC1=O)C2(C)C (stereo unspecified),1792,1415
O=c1cc(O)c2ccc(O)cc2o1,1713,1569
Cc1cc(C)c(S(=O)(=O)NCCOc2ccccc2)c(C)c1-n1cnnn1,1857,1805
CC(C)CNC(=O)c1cccc(NC(=O)c2ccc(Cl)c([N+](=O)[O-])c2)c1,1782,1457
CC(=O)c1ccc(NC(=O)C2CCCN2S(=O)(=O)c2ccc(C)cc2)cc1 (stereo unspecified),1928,1515
FC(F)(F)c1ccc(N2CCN(Cc3ccc4c(c3)OCO4)CC2)nc1,1941,1760
O=C(Nc1nnc(SCc2ccc(F)cc2)s1)c1ccc2ncsc2c1,1813,1475
Cc1ccc(CNC(=O)COc2ccc(C(=O)c3ccc(F)cc3)cc2)cc1,2702*,1604
COc1ccc2nc(N(CCN(C)C)C(=O)/C=C/c3cccs3)sc2c1,1796,1730
CCN1CCCC1CNC(=O)C(=O)NC(C)C (stereo unspecified),1793,1703
COc1ccc2nc3sc(C(=O)NCCCN4CCc5ccccc5C4)cc3cc2c1,2090,1630
Cc1c(C(=O)O)oc2ccc(S(=O)(=O)N3CCC(C)CC3)cc12,1771,1651
C/C(=N\NC(=O)Cn1nnc2ccccc21)c1ccco1,2041,1770
Cc1ccc2c(Cn3cc(C(F)(F)F)cc(Cl)c3=O)cc(=O)oc2c1,1808,1695
O=C(O)c1ccc(-n2cccc2)cc1O,1654,1608
COc1ccc(C(=O)Nc2ccc(C)cc2C(=O)c2ccccc2)c(OC)c1,1743,1439
CN(C)c1ccc(C(c2nnnn2C(C)(C)C)N2CCc3ccccc3C2)cc1 (stereo unspecified),1789,1446
O=C(CSc1ncccn1)NC1CCCc2ccccc21 (stereo unspecified),1655,1538
CCOC(=O)c1cc([N+](=O)[O-])sc1NC(=O)CC,1864,1703
CCc1ccc(C(=O)COC(=O)C(CCSC)NC(=O)C23CC4CC(CC(C4)C2)C3)cc1 (stereo unspecified),1675,1639
O=C(NCCc1c[nH]c2ccccc12)/C(=C/c1cccnc1)NC(=O)c1ccco1,1781,1225
O=C1CC(c2ccccc2)C(C(=O)Nc2ccccc2F)N1 (stereo unspecified),1671,1615
CCN(c1cccc(C)c1)c1ncnc2nc[nH]c12,1652,1533
COc1cccc2c1OCC(C(=O)OCc1cccnc1)=C2,1748,1814
CC1=N/C(=C/c2cccnc2)C(=O)O1,2072,1706
CCCCn1nnc(NC(=O)c2ccc(-c3ccccc3[N+](=O)[O-])o2)n1,1716,1460
CCCC(=O)Nc1nc(-c2ccc(Cl)s2)cs1,1665,1547
COc1ccccc1S(=O)(=O)CC(O)COc1ccc(F)cc1Cl (stereo unspecified),1626,1523
COc1ccccc1C(=O)Nc1ccc(C(=O)c2ccccc2)cc1,1980,1534
CCOC(=O)c1c[nH]c2c(C)ccc(Cl)c2c1=O,1811,1604
CC(=O)N(C(C)=O)n1c(/C=C/c2cccc([N+](=O)[O-])c2)nc2ccccc2c1=O,1765,1454
O=C(/C=C/c1ccc(Cl)cc1)N1CCN(c2ccc([N+](=O)[O-])c(N3CCOCC3)c2)CC1,1965,1489
CSCCCNC(=O)c1ccccc1OC1CCN(S(C)(=O)=O)CC1,1524,1417
CCN(c1ccccc1)S(=O)(=O)c1ccc(Cl)c(NC(=O)CSc2nncs2)c1,1955,1754
C=C(C)Cn1c(N2CCN(c3ccc(OC)cc3)CC2)nc2c1c(=O)n(C)c(=O)n2C,1641,1509
COCCN(C(=O)CC1C(=O)NCCN1Cc1ccc(-c2ccccc2)cc1)C(C)C (stereo unspecified),1674,1583
Cc1c([N+](=O)[O-])c([N+](=O)[O-])nn1CC(=O)NCc1cccnc1,1768,1439
O=C(O)c1cc(-c2ccc(Cl)cc2)n(-c2ccccc2)n1,1670,1627

# Not a retest: 2 of the compounds above.
SMILES,SRC1 TRFRET art,SRC3 TRFRET art
COc1cccc2c1OCC(C(=O)OCc1cccnc1)=C2,1748,1814
CC1=N/C(=C/c2cccnc2)C(=O)O1,2072,1706

# Following part
SMILES,SRC1 TRFRET art,SRC3 TRFRET art
CCOC(=O)N1CCC(N(CCN(C)C)C(=S)Nc2ccc(F)c(Cl)c2)CC1,1748,1430
Cc1sc2nc(COC(=O)c3cccc(S(=O)(=O)N(C)c4ccccc4)c3)[nH]c(=O)c2c1C,2090,1799
O=C(Cc1ccccc1)NNC(=O)C1CCCC1,1619,1473
O=C(CCNS(=O)(=O)c1ccc(Br)s1)NCc1ccccc1,1611,1530
COc1cccc(-n2c(C)c3c(OC)cccc(=O)c3c2C)c1,1788,1595
CCN(CC)P(=O)(Nc1ccccc1Br)c1ccc(N(C)C)cc1NC(=O)c1ccco1 (stereo unspecified),1935,1452
COc1ccc(C(=O)C2CCCN(C(=O)c3noc4c3CCCC4)C2)c(C)c1 (stereo unspecified),1875,1729
Cc1ccc(S(=O)(=O)Cn2cnnn2)cc1,1642,1584
CCC(C)NS(=O)(=O)c1ccc(NC(=O)C(Sc2ccccc2)c2ccccc2)cc1 (stereo unspecified),1851,1527
S=C(NCCc1ccccc1)Nc1ccc(Cl)cc1,1784,1375
Cc1ccccc1C(=O)/C=C1/SCC(=O)N1C,1791,1670
O=C(CNC(=O)c1ccccc1F)OCc1nc2ccccc2s1,1592,1409
Cc1csc(NC(=O)CCNC(=O)c2ccccc2Cl)n1,2217,1581
CCNC(=O)Cc1c(OC)ccc2cc(Br)ccc12,2106,1631
COc1cc(C(=O)NCC(=O)OCc2ccccc2Cl)cc(OC)c1OC,1912,1722
Nc1cc(C(F)(F)F)cc([N+](=O)[O-])c1N,1973,1612
CCCCCCCCCCOC(=O)C[N+](C)(C)C/C=C(/C)Cl,1847,1612
N#CCN1CCCC(C(N)=O)C1 (stereo unspecified),1812,1624
Cn1cc(CN2CCC(CO)CC2)c(-c2ccc(Oc3ccccc3)cc2)n1,1608,1433
CC(C)(C)c1ccccc1OCCOCCN1CCCCCC1,1834,1659
Cc1ccc(NC(=S)N/N=C2\CC(C)(C)Oc3ccc(O)cc32)cc1,1767,1476
COc1cc([N+](=O)[O-])ccc1NC(=O)/C=C/C(=O)O,1444,1527
O=C(CS(=O)(=O)c1ccccc1)Nc1ccccn1,1824,1563
CCCCCCn1c(N)c(C#N)c2ccc([N+](=O)[O-])cc2c1=O,1676,1531
Cc1nc(NCc2ccccc2)sc1C(=O)Nc1ccccc1,1744,1507
CN(C)CC1(c2ccccc2)CCCC1,1938,1602
COCCNc1nc2nonc2nc1N1C[C@H]2CC[C@H]1C2,1596,1546
COc1ccnc(-n2cccc2/C=N/O)c1C#N,1925,1553
COc1cc(C(=O)NCCc2c[nH]c3ccccc23)ccc1OCc1c(C)noc1C,1753,1351
CC(=O)c1ccc2noc(-c3ccc(Cl)cc3)c2c1,1400,1470
Fc1ccc(-c2cc(C(F)(F)F)nc(NCc3cccs3)n2)cc1,1854,1533
COc1ccc(NC(=O)COC(=O)/C=C/C(=O)OCC(=O)Nc2ccc(OC)c(Cl)c2)cc1Cl,1780,1584
Cc1ccc(-c2nc(P(=O)(c3ccccc3)c3ccccc3)c(N3CCOCC3)o2)cc1,2098,1612
O=[N+]([O-])c1cc(C(F)(F)F)cc([N+](=O)[O-])c1NCCCNc1ccc([N+](=O)[O-])c2cccnc12,1743,1788
S=C(Nc1ccc(Cl)c(Cl)c1)NN1CCOCC1,1792,1559
N/C(Cn1cncn1)=N\NC(=O)C(=O)Nc1ccc(Cl)cc1Cl,1380,1445
CCN(CC)C(=O)COc1ccc2oc(-c3ccco3)cc(=O)c2c1,1972,1745
O=C(NCc1ccccn1)C1COc2ccccc2O1 (stereo unspecified),1637,1479
COc1ccc(NC(=O)CC2Nc3cc(C)c(C)cc3NC2=O)c([N+](=O)[O-])c1 (stereo unspecified),1772,1675
Cc1ccc(C(=O)N/C(=C\c2cccs2)C(=O)NCCCn2ccnc2)cc1,1667,1458
Cc1ccc(-c2cc3ncc(C#N)c(N)n3n2)cc1,1846,1655
COc1cccc(CNC(=O)C(=O)NCCc2ccc(OC)c(OC)c2)c1,1696,1549
C[C@@H](C(=O)NCc1ccccc1)[C@H]1C[C@]1(C)[C@H](NC(=O)OCc1ccccc1)c1ccccc1,1531,1423
COC(=O)c1[nH]c2ccc(Cl)cc2c1NC(=O)c1ccccc1[N+](=O)[O-],1501,1604
O=C(Cc1ccccc1F)Nc1nc(-c2cccnc2)cs1,1677,1434
N/C(=N\OC(=O)CC1CCCCC1)c1ccccc1,1796,1682
CN1CCC(=NNc2ccc(S(=O)(=O)N3CCOCC3)cc2[N+](=O)[O-])CC1,1734,1507
O=C(CN1C(=O)CCC1=O)c1ccc(-c2ccccc2)cc1,1686,1521
CN(C)/C=C/C(=O)c1cccc(Oc2ncccn2)c1,1775,1356
C/C(=N/OC(=O)c1c(-c2c(Cl)cccc2Cl)noc1C)c1cnccn1,2104,1539
CCn1c(SCC(=O)N/N=C/C=C/c2ccco2)nnc1-c1ccccc1,2005,1628
CC(OC(=O)c1ccc(S(=O)(=O)N(C)c2ccccc2)cc1)C(=O)NCCC1=CCCCC1 (stereo unspecified),1738,1457
COc1cc(/C=C/C(=O)Nc2nc3ccc(S(=O)(=O)N(C)C)cc3s2)cc(OC)c1OC,1819,1698
CCOC(=O)C(NC(C)=O)C(=O)Nc1ccc(C(C)C)cc1 (stereo unspecified),2102,1822
O=C1NN(c2ccc(Cl)cc2)C(=O)/C1=C\c1ccc(-c2cccc(C(=O)O)c2)o1,2018,1550
O=C(C1CCN(S(=O)(=O)c2cnc[nH]2)CC1)N1CCN(Cc2ccc3c(c2)OCO3)CC1,1761,1851
Cc1ccc(COc2ccsc2C(=O)NNC(N)=S)cc1,1693,1521
Cc1cc(C(=O)N2CCN(S(C)(=O)=O)CC2)cs1,1925,1676
CC(Sc1nnnn1C)C(=O)NC(=O)NC1CCCCC1 (stereo unspecified),1613,1547
CCOC(=O)c1c(C)n(-c2ccc(C)cc2)c2ccc(OCC(O)CN3CCN(C)CC3)cc12 (stereo unspecified),1731,1390
O=C(CSc1ccc(Cl)cc1)Nc1ccc(-c2nc3ccccc3[nH]2)cc1,1829,1532

# Three compounds drawn at random from those above:
SMILES,SRC1 TRFRET art,SRC3 TRFRET art
Cc1ccc(COc2ccsc2C(=O)NNC(N)=S)cc1,1693,1521
C/C(=N/OC(=O)c1c(-c2c(Cl)cccc2Cl)noc1C)c1cnccn1,2104,1539
O=C(C1CCN(S(=O)(=O)c2cnc[nH]2)CC1)N1CCN(Cc2ccc3c(c2)OCO3)CC1,1761,1851
